STAT3 activator = increases IL-6 driven STAT3 reporter signal; U3A cells, IL-6 STAT3-luciferase reporter, luminescence; 100% = signal with IL-6 EC80 alone; activation (% of control), % at 5.6 µM; 190,000 compounds, 0.91% hits; AID 871;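 active = activation above the screen-wide mean of compound activation plus 3 SD, cut at about 130% in these data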;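 note: 0% = background luminescence of wells with medium and substrate only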
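system = STAT3-luciferase reporter U3A cells | reagent = IL-6 stimulus at 33 ng/mL final | timing = 1 h compound pre-exposure, 6 h IL-6 stimulation, 37 °C | measured by = luminescence | evaluation = % activation versus median of IL-6-stimulated wells | control set = IL-6-only wells as 100% reference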
PPARg SRC-3 ag = agonists of human PPARgamma SRC-3 coactivator recruitment; AID 731; P37231; 200,000 compounds, 0.26% hits; activation, % at 8 µM; biochemical PPARgamma/SRC-3 coactivator recruitment assay; in the data active = activation above about 23%;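 note: 0% = DMSO and 100% = reference agonist; some compounds past the cut are filed as inactive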
Target sequence (P37231 whole entry, looked up): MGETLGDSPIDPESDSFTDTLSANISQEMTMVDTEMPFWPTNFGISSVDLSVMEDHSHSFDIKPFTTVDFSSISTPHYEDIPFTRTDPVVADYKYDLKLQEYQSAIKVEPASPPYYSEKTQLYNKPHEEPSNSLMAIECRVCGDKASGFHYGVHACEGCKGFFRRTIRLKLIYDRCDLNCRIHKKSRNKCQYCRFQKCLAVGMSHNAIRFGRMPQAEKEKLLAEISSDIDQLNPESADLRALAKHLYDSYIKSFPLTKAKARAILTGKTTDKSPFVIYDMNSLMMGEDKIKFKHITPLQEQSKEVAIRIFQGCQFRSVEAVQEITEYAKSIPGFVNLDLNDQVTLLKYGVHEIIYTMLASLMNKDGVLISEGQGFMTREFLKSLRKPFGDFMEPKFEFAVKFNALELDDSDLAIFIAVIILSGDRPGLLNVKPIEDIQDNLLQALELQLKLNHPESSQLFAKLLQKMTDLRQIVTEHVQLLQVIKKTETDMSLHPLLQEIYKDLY
ROMK mod = modulators of human ROMK potassium channel | P48048 | Tet-inducible ROMK, thallium flux fluorescence; actives lie on both sides | B-score at 10 µM | AID 1918 | 130,000 compounds, 2% hits;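 active = signal ratio slope over the read window, or its plate-corrected B-score, at least 3 SD from the plate mean, either direction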;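 note: B-score of the F/F0 ratio slope over 7 to 12 s after thallium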
PPARg SRC1 recr = PPARgamma-driven SRC-1 recruitment agonism; activation, % at 8 µM; 200,000 compounds, 0.41% hits; PPARgamma-SRC-1 coactivator recruitment biochemical assay; P37231; in the data active = activation above about 19%;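 note: 0% = DMSO and 100% = reference agonist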
RAM network inh = inhibitors of the yeast RAM network. S. cerevisiae dse1pr::URA3 reporter, 5-FOA growth OD615, 2 d; analog-sensitive cbk1-as2 kinase mutant strain. AID 868. 190,000 compounds, 1.8% hits. inhibition, % at 50 µM;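 active = inhibition above a set limit, 3 SD over mean compound inhibition, cut at about 8.4% in these data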;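 note: 0% = DMSO-only wells with no growth and 100% = 10 µM 1-NA-PP1 full growth; inhibition rescues growth on 5-FOA so higher OD means more RAM inhibition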
PPARg SRC-2 ag = PPARgamma-driven SRC-2 recruitment agonism | 200,000 compounds, 0.34% hits | PPARgamma LBD-SRC-2 recruitment, biochemical | activation, % at 8 µM | P37231 | AID 1032; in the data active = activation above about 22%;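 note: 0% = vehicle and 100% = reference agonist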
TR-FRET SRC-2 ct = counter-screen for PPARgamma SRC-2 recruitment agonists: TR-FRET artefact; 200,000 compounds, 0.4% hits; TR-FRET ratio at 8 µM; stronger effect = higher value; AID 1049; in the data active = TR-FRET ratio above about 2000; note: inactives centre near 1500
STAT3 inh = STAT3 signaling inhibition; U3A cells, IL-6 STAT3-luciferase reporter, luminescence; host cell line lacks STAT1; inhibition, % at 5.5 µM; 190,000 compounds, 0.89% hits;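 active = inhibition above the mean inhibition across all screened compounds plus 3 SD, cut at about 44% in these data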;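 note: 0% = DMSO only wells and 100% = 100 µM nifuroxazide control wells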
S1P3 antag = S1P3 (human) receptor antagonism | Q99500 | CHO S1P3 NFAT-BLA reporter, FRET fluorescence, antagonist mode | inhibition, % at 4.98 µM | 170,000 compounds, 0.27% hits;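 active = inhibition above the plate cutoff, the mean inhibition of test wells on that plate plus 3 SD, cut at about 28% in these data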;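 note: cells challenged with S1P at its EC80 of 0.8 µM; blue over green emission ratio from cleaved BLA substrate after 4 h stimulation; 0% = S1P-stimulated wells and 100% = unstimulated DMSO-only wells; some compounds past the cut are filed as inactive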
Target sequence (Q99500 whole entry, looked up): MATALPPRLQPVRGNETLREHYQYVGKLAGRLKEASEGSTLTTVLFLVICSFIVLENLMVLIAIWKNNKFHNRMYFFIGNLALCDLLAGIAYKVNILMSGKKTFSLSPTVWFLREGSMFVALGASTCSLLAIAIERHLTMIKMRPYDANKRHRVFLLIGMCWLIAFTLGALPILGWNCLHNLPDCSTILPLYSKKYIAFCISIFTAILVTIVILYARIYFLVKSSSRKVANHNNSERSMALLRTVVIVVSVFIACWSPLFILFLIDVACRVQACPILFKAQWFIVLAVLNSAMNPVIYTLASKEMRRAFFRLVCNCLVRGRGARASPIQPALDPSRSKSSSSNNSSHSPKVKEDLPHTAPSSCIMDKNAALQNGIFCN
STAT1 blocker = reduces IFN-gamma driven STAT1 reporter signal; NIH 3T3 STAT1-luciferase reporter, luminescence; inhibition, % at 5.5 µM; 200,000 compounds, 0.35% hits; AID 920;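 active = inhibition above a set limit, the mean inhibition across all tested compounds plus 3 SD, cut at about 34% in these data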;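 note: 0% = IFN-gamma with DMSO and 100% = IFN-gamma with 300 µM nifuroxazide; values of inactives mirror those of a sister screen read the other way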
TLR4 MyD88 comp = blocks binding of human TLR4 to MyD88; O00206+Q99836; HeLa CL3-4 TLR4/MyD88 BLA complementation, FRET ratio; inhibition, % at 8.4 µM; 200,000 compounds, 0.18% hits; AID 861; in the data active = inhibition above about 25%;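 note: 0% = vehicle and 100% = reference inhibitor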
Numbers without * were called inactive; . = not tested or not shown. Compounds were not picked by outcome; 5.6% or so of the library scored in one or more.

Start of the data: the first 3 records (preview)
SMILES | STAT3 activator | PPARg SRC-3 ag | ROMK mod | PPARg SRC1 recr | RAM network inh | PPARg SRC-2 ag | TR-FRET SRC-2 ct | STAT3 inh | S1P3 antag | STAT1 blocker | TLR4 MyD88 comp
Cc1cccc2cc(CN(CC3CCCO3)C(=O)c3cccnc3)c3nnnn3c12 (stereo unspecified) | 114 | -12 | . | 0 | 2.2 | 0 | 1358 | -12 | -8 | -11 | -6
CC(=O)Nc1ccc(S(=O)(=O)N(CCc2ccccc2)CC(=O)N/N=C/c2ccc(C(=O)O)cc2)cc1 | 101 | -4 | 0.96 | -7 | 3.7 | -1 | 1452 | 2 | -21 | 1 | -26
COc1ccccc1N1CC(C)C(=O)NC1=S (stereo unspecified) | 95 | 1 | -0.87 | 6 | 3.2 | -3 | 1493 | 4 | -12 | 3 | -4

The list itself, previewed entries included:
SMILES | STAT3 activator | PPARg SRC-3 ag | ROMK mod | PPARg SRC1 recr | RAM network inh | PPARg SRC-2 ag | TR-FRET SRC-2 ct | STAT3 inh | S1P3 antag | STAT1 blocker | TLR4 MyD88 comp
Cc1cccc2cc(CN(CC3CCCO3)C(=O)c3cccnc3)c3nnnn3c12 (stereo unspecified) | 114 | -12 | . | 0 | 2.2 | 0 | 1358 | -12 | -8 | -11 | -6
CC(=O)Nc1ccc(S(=O)(=O)N(CCc2ccccc2)CC(=O)N/N=C/c2ccc(C(=O)O)cc2)cc1 | 101 | -4 | 0.96 | -7 | 3.7 | -1 | 1452 | 2 | -21 | 1 | -26
COc1ccccc1N1CC(C)C(=O)NC1=S (stereo unspecified) | 95 | 1 | -0.87 | 6 | 3.2 | -3 | 1493 | 4 | -12 | 3 | -4
CCCCCCCCn1c(=O)c(C(=O)OCC)c(O)c2ccccc21 | 97 | -4 | -0.0019 | -3 | 0.5 | 2 | 1543 | 10 | . | 9 | 0
CC(=O)Nc1ccc(-c2csc(NC(=O)C3CCN(S(=O)(=O)c4cccs4)CC3)n2)cc1 | 95 | -2 | . | 0 | 3.2 | 9 | 1586 | 6 | -14 | -1 | 6
Cc1c(NC(=O)C2(c3ccccc3)CCCC2)c(=O)n(-c2ccccc2)n1C | 103 | -2 | 0.3 | 8 | 0.9 | -3 | 1431 | 3 | . | -1 | -10
COc1cc(CC(=O)Nc2cccc(C(F)(F)F)c2)cc(OC)c1OC | 93 | 0 | 0.18 | 6 | 0.8 | 5 | 1631 | 12 | 3 | 11 | 5
Cc1c(NC(=O)Nc2ccc3c(c2)OCO3)c(=O)n(-c2ccccc2)n1C | 98 | 3 | . | -1 | 4.4 | 12 | 1547 | 6 | -42 | -2 | 9
COc1ccc(C)cc1N(C(=O)COc1ccccc1)c1nc2ccccc2s1 | 137* | 1 | -0.044 | -4 | 4.3 | 5 | 1662 | -43 | 0 | 10 | 13
COc1ccccc1C(=O)c1cc2ccc(O)cc2oc1=O | 98 | -1 | . | 0 | 1.8 | -1 | 1610 | 4 | -2 | -9 | -4
O=S(=O)(CCc1nc2ccccc2s1)c1ccc(Cl)cc1 | 99 | 7 | 0.81 | -2 | 2.4 | 3 | 1376 | 6 | . | 5 | 1
CCN1CCC(NC(=O)Nc2cc(Cl)ccc2OC)CC1 | 101 | -2 | 0.033 | -8 | 1.3 | -9 | 1519 | 8 | -11 | 6 | 2
O=C(CN(Cc1ccccc1F)C(=O)Cn1nnc(-c2cccs2)n1)NC1CCCCC1 | 102 | 11 | . | 10 | 1.6 | 11 | 1674 | 2 | . | 5 | 16
C/C=C(/C)C(=O)OC1c2c(ccc3ccc(=O)oc23)OC(C)(C)C1OC(C)=O (stereo unspecified) | 105 | 8 | 0.53 | 0 | 1.5 | 7 | 1662 | -2 | . | 1 | 2
COC(=O)c1ccc(NC(=S)NCCc2ccc(OC)cc2)cc1 | 87 | 5 | -0.47 | 5 | 5.0 | 0 | 1542 | 22 | -20 | 19 | 15
Cc1nnc(SCC(=O)N2CCN(c3ccccc3)CC2)n1-c1ccccc1 | 99 | 3 | . | 5 | -0.3 | 0 | 1489 | 5 | . | 3 | -1
CS(=O)(=O)N1CCCC(C(=O)c2cccc(Cl)c2)C1 (stereo unspecified) | 100 | 8 | -0.63 | 3 | -0.1 | 5 | 1545 | 7 | 3 | -8 | -2
Cc1ccc(C(=O)Oc2coc(CSc3nnc(NC(=O)C4CC4)s3)cc2=O)cc1 | 96 | 3 | . | 7 | -0.5 | 7 | 1627 | 3 | 3 | 0 | -5
COc1ccc(C(c2nnnn2CC2CCCO2)N2CCC(C(N)=O)CC2)cc1 (stereo unspecified) | 99 | -7 | 0.093 | 6 | -0.4 | -3 | 1413 | 4 | . | -3 | 0
COc1ccc(NC(=O)C2(c3ccc(NC(=O)c4ccc(OC)cc4)cc3)CCCC2)cc1 | 94 | 3 | 0.7 | -7 | 6.4 | 6 | 1642 | 10 | 6 | 3 | 3
COc1ccc2nc(-n3c(O)c(C4=c5ccccc5=NC4=O)[nH]c3=S)sc2c1 | 93 | 8 | . | 1 | 5.8 | -2 | 1737 | 5 | -1 | -2 | -9
COC(=O)c1sccc1Oc1ccc(F)cc1[N+](=O)[O-] | 97 | 13 | 0.14 | 1 | 0.5 | 11 | 1659 | 8 | . | 7 | -3
O=C(CC1NCCc2ccccc21)Nc1ccccc1 (stereo unspecified) | 107 | 4 | 0.16 | 0 | 1.2 | 4 | 1653 | -5 | -7 | -7 | 6
CCCCn1c(SCC(=O)Nc2nccs2)nc2ccccc2c1=O | 88 | -8 | . | 0 | 2.6 | 13 | 1585 | 18 | . | 8 | -3
CCC(=O)NC(=S)Nc1ccc(NC(=O)c2cccc([N+](=O)[O-])c2C)cc1 | 91 | 1 | 0.12 | 4 | 4.8 | 3 | 1537 | 9 | -6 | -3 | -1
O=C(COc1ccccc1Br)NCCc1nc2ccccc2[nH]1 | 116 | 7 | -0.69 | 10 | 0.7 | 6 | 1518 | -16 | -9 | -3 | -6
Cn1ncc(Br)c1C(=O)NCc1cccs1 | 102 | -3 | 0.96 | -2 | 1.1 | -3 | 1506 | 4 | . | 15 | -3
CS(=O)(=O)c1cnc(-c2ccccc2)nc1Oc1ccc(Cl)cc1 | 114 | -5 | . | -5 | 3.6 | -7 | 1442 | -10 | . | -1 | -7
Cc1ccc(CNc2ccc(O)cc2)cc1 | 91 | -2 | -0.96 | 6 | 2.9 | 4 | 1601 | 13 | -17 | -1 | 6
CCN(CC(=O)Nc1ccc2c(c1)OCCO2)c1ccc(S(=O)(=O)N2CCOCC2)cn1 | 97 | -7 | . | 2 | -0.1 | -2 | 1415 | 7 | -17 | 10 | 1
CCOC(=O)c1cc(C(=O)c2cc(F)ccc2O)coc1=N | 100 | 0 | . | 2 | 0.7 | 6 | 1516 | 6 | -6 | -5 | -4
Cc1cccc(N(C(=O)Cc2cccs2)C(C(=O)NC2CCCC2)c2ccsc2)c1 (stereo unspecified) | 109 | 3 | . | -7 | 1.7 | -7 | 1606 | 1 | . | 2 | -6
CC(=O)/C(=N/Nc1ccccc1Cl)Sc1nnc(C(O)c2ccccc2)n1-c1ccccc1 (stereo unspecified) | 103 | 1 | . | -6 | 2.4 | 0 | 1431 | -1 | 3 | 1 | -8
COc1ccc(C(CC(=O)O)NC(=O)c2cccs2)cc1 (stereo unspecified) | 102 | -8 | . | -6 | 1.1 | -1 | 1325 | 4 | -26 | -5 | -1
O=C1CC(N2CCN(c3ccc(O)cc3)CC2)C(=O)N1c1ccc2c(c1)OCO2 (stereo unspecified) | 96 | 2 | 0.47 | 17 | 0.7 | 3 | 1570 | 7 | -6 | 1 | -5
CN(C)/C=C/C(=O)c1ccc(-c2ccc(Cl)cc2Cl)o1 | 91 | 4 | 0.17 | 4 | 0.7 | 5 | 1482 | 14 | -1 | -30 | -8
C/C(=N\Nc1nc(Nc2ccccc2)nc(N2CCOCC2)n1)c1cccs1 | 93 | 6 | -0.53 | -4 | -1.0 | 5 | 1513 | 12 | -4 | 6 | 6
Cc1ccnc(NS(=O)(=O)c2cccs2)c1 | 97 | 7 | . | 6 | 0.5 | -1 | 1307 | 6 | -37 | -5 | 1
CCOC(=O)Cn1c(=O)oc2cc(S(=O)(=O)NCCCc3ccccc3)ccc21 | 97 | -3 | . | -1 | 0.8 | -7 | 1340 | 8 | . | -2 | -13
O=C(C1=C[C@H](c2ccc3c(c2)OCO3)C[C@H](OCCCCO)O1)N1CCN(Cc2ccccc2)CC1 | . | -1 | . | -2 | 1.6 | -7 | 1332 | . | -2 | 3 | 0
O=C(C1CCN(C2CCN(CC3CC=CCC3)CC2)CC1)N1CCOCC1 (stereo unspecified) | 105 | 1 | 0.0036 | 2 | -0.6 | -1 | 1659 | -3 | -8 | 4 | 4
Cc1ccccc1C(=O)Nc1nncs1 | 102 | 5 | . | 2 | 0.1 | 8 | 1670 | -1 | . | 4 | -5
CC(CCn1cccn1)NC(=O)c1cc(COc2ccc(F)cc2Cl)on1 (stereo unspecified) | 103 | 3 | 0.72 | -5 | 0.3 | 0 | 1467 | 9 | -9 | -1 | -15
N/C(=N\OC(=O)Oc1ccccc1)c1ccc(Cl)cc1 | 101 | -9 | 0.93 | -5 | 2.0 | 7 | 1663 | 6 | . | 10 | 8
Cc1ccc(Oc2cnn(-c3ccccc3)c(=O)c2Br)cc1 | 99 | 7 | 0.58 | 15 | 1.0 | 2 | 1638 | 6 | -3 | -12 | 19
COc1ccc(OCCn2c(=O)sc3ccccc32)cc1 | 98 | 3 | -0.27 | 0 | 2.5 | 9 | 1583 | 9 | -12 | -42 | 1
Cc1nn(Cc2ccc(Cl)c(Cl)c2)c(C)c1NC(=O)c1cc(C2CC2)on1 | 93 | 6 | . | 8 | 1.7 | 1 | 1638 | 9 | 36 | 14 | 7
O=C(/C=C/c1c(F)cccc1Cl)Nc1ccncc1 | 102 | -5 | 1.6 | -12 | -0.5 | -4 | 1423 | -4 | -6 | -16 | -4
CCc1cccc2c(SC(C)C(=O)NCC3CCCO3)nc(-c3ccccc3)nc12 (stereo unspecified) | 100 | 6 | . | 8 | 4.3 | 5 | 1660 | 2 | . | 6 | -4
Cc1ccc2c(c1)c1c(n2C)-c2[nH]ncc2CC1 | 93 | 10 | -0.72 | 6 | 1.6 | 8 | 1556 | 11 | . | -8 | -6
CCOc1cc(C=O)cc(Br)c1OCC(=O)NCCc1ccccc1 | 93 | -5 | 1.4 | 1 | 1.8 | -4 | 1450 | 16 | -7 | 12 | -4
CCOc1ccccc1NC(=O)c1cccc(NC(=O)c2ccco2)c1 | 80 | 13 | . | 7 | -0.3 | -4 | 1657 | 27 | 15 | -8 | -6
CCNC(=S)NNC(=O)c1csc(C(C)C)c1 | 107 | 2 | 0.036 | 2 | -0.1 | 8 | 1606 | -6 | . | -23 | -7

Screening data as filed in PubChem.
